# High-throughput results from PubChem.
# SMN2 splice enh: qHTS Assay for Enhancers of SMN2 Splice Variant Expression. 210,000 tested, 2.8% active. HEK293 SMN2-luciferase splicing reporter, luminescence, 30-36 h. Potency, µM (doses to about 46.1 µM), inactives show at the top dose activity change, positive = activation, most hits filed as activators. AID 1458, 2008; note: potency is the fitted concentration of half-maximal effect; % of control where 0% means no effect; nearly all actives have a fitted effect of over 55% in size
#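 HEK293 cells carry an SMN2 minigene-luciferase reporter in which exon 7 inclusion puts luciferase in frame. Cells were seeded at 2000 cells/well, attached for 10-12 hours, then exposed to compounds for 30-36 hours at 37C before ONE-Glo luminescence.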
# HTT cytoprotect: qHTS Multiplex Assay to Identify Dual Action Probes in a Cell Model of Huntington: Cytoprotection (ATP); 230,000 tested, 0.14% active; Potency, µM (series often up to 56.4 µM), for inactives: cytoprotection (ATP increase), most hits filed as activators; PC12 HTT-Q103 induced, cytoprotection, ATP luminescence, 40 h;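 note: potency is the fitted concentration of half-maximal effect; % of control where 0% means no effect; nearly all actives have a fitted effect of over 45% in size; toxic huntingtin expression switched on by the ecdysone agonist tebufenozide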
#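 Stable PC12 Q103-GFP cells in serum-supplemented, phenol red-free DMEM; induction by tebufenozide at 100 nM final; compound dose series; cell viability quantified luminescently from ATP.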
# KinaseGlo FLuc: Counterscreen for Luciferase (Kinase-Glo TM) Inhibition | Luciferin 4-monooxygenase (Photuris pensylvanica), Q27757 | Kinase-Glo luciferase, ATP luminescence, 8 min | Potency, µM (titrated, usually from 38.3 µM), for the others: at the top dose activity change, negative = inhibition, actives largely listed as inhibitors | 200,000 tested, 0.28% active | AID 1379, 2008; note: potency is the fitted concentration of half-maximal effect; % is set by controls: 0 for no effect and ±100 for the full control effect; nearly all actives have a fitted effect of over 60% in size
#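 Recombinant Kinase-Glo luciferase, 10 uM ATP (linear range), luciferin; imidazole pH 7.2 / KCl / MgCl2 / Tween / BSA buffer; 8 min RT; luminescence.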
# CBFb-RUNX1 inh: qHTS Assay for Compounds Blocking the Interaction Between CBF-beta and RUNX1 for the Treatment of Acute Myeloid Leukemia; Runt-related transcription factor 1 (Homo sapiens) + Core-binding factor subunit beta …; AlphaScreen CBFb-His/RUNX1-biotin binding, biochemical; Potency, µM (series often up to 59.8 µM), for the others: at the highest dose activity, negative = inhibition, most hits filed as inhibitors; 230,000 tested, under 10 active; AID 1477, 2009; note: % of control where 0% means no effect
# Target sequence (Q01196 whole entry, looked up): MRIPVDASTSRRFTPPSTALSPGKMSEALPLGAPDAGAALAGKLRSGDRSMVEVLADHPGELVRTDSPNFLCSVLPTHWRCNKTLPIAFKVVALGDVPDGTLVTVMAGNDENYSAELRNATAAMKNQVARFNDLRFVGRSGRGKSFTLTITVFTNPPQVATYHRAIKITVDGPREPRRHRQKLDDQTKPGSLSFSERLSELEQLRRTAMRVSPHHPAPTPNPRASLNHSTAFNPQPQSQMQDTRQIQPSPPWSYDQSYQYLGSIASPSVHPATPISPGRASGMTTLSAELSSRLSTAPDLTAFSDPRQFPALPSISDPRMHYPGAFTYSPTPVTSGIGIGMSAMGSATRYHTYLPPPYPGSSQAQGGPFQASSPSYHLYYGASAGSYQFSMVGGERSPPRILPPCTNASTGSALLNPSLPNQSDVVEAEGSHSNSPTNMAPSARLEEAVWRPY
# Target sequence (Q13951 whole entry, looked up): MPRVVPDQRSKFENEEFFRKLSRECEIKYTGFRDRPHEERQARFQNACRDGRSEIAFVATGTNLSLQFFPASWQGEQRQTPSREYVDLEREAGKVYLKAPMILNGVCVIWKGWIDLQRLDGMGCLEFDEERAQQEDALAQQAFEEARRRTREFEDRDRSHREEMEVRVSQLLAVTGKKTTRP
#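 Inhibition was taken as any reduction in AlphaScreen signal from the CBF-beta–RUNX1 pair (His and biotin tags, 30 nM each), measured after compound (15 min) and bead (90 min) incubations at room temperature.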
# HttQ103 aggreg: qHTS Multiplex Assay to Identify Dual Action Probes in a Cell Model of Huntington: Aggregate Formation (GFP); AID 1688, 2009; Potency, µM (highest dose often 46.1 µM), without a hit: at the top dose activity change, negative = inhibition, usual class: inhibitors; PC12 HttQ103-GFP aggregates, Acumen cytometry, 40 h; 220,000 tested, 1.1% active; note: potency is the fitted concentration of half-maximal effect; % is set by controls: 0 for no effect and ±100 for the full control effect; nearly all actives have a fitted effect of over 60% in size
#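 Steps: seed 1500 PC12 HTTQ103-GFP cells/well; add tebufenozide, 100 nM final; add compound titration; add ATPLite reagent; quantify GFP aggregates by laser scanning cytometry.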
# Lamin A splicing: qHTS Assay for Modulators of Lamin A Splicing; HeLa LMNA splicing GFP/RFP minigene ratio, 48 h; Potency, µM (highest dose often 46.1 µM), for inactives: at the highest dose ratio change, negative = inhibition, usual class: inhibitors; 200,000 tested, 0.01% active; active = well fitted inhibition curve with a large enough effect in the signal ratio, with a control signal flat, not every such curve was filed as active; inconclusive = small, poorly fitted or top-dose-only effect, or effect the other way, or a change in a side signal; the % refers to the signal ratio; note: potency is the fitted concentration of half-maximal effect; % is set by controls: 0 for no effect and ±100 for the full control effect
#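 S3 HeLa stable clones carrying a lamin A-EGFP splicing minigene plus DsRed2 were seeded at 600 cells/well in Opti-MEM with 2% FBS, pin-dosed and incubated 48 h at 37°C. Acumen cytometry (488 nm) gave the GFP/RFP total-intensity ratio.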
# IMPase Li cell: qHTS Assay for Identifying the Cell-Membrane Permeable IMPase Inhibitors: Potentiation with Lithium | CHO-M1 cells, IP1 TR-FRET (IP-One), carbachol + lithium | Potency, µM (doses to about 59.4 µM), without a hit: top-dose activity, negative = IMPase inhibition, hits mostly inhibitors | 210,000 tested, 0.35% active | AID 1457, 2008;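 note: IP1 builds up when IMPase is blocked and the TR-FRET signal falls; potency is the fitted concentration of half-maximal effect; plate controls were basal vehicle for no effect and high inhibitor control for full effect; nearly all actives have a fitted effect of over 50% in size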
#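 IP1 accumulation measured by competitive TR-FRET in lysed CHO-M1 cells after 30 min compound exposure at 37C, with a small lithium addition to potentiate weak responses. Hill-equation AC50 from ratio and donor-channel data.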
# * marks the source's active call; other numbers are inactive results; ? = inconclusive; · = no result given; & = joins results of further samples; [ ] = remark or other dose. Unless noted, calls come from the whole dose curve; as a rule, active = well fitted curve in the direction sought with a large enough effect; inconclusive = small, poorly fitted or top-dose-only effect, or another doubt; inactive = no such curve, though single readings can be large; an effect the other way counts as inactive or inconclusive.
nr	Structure	SMN2 splice enh	HTT cytoprotect	KinaseGlo FLuc	CBFb-RUNX1 inh	HttQ103 aggreg	Lamin A splicing	IMPase Li cell
1	COc1ccc(C)cc1S(=O)(=O)N(CC(=O)Nc1cc([N+](=O)[O-])ccc1C)c1ccc(C)c(C)c1	-6%[1.84 µM]	2%[10 µM]	-1%	-15%	-11%	-5%	12%
2	COc1ccc(C(=O)Nc2ccc(N3CCOCC3)cc2)cc1S(=O)(=O)NC1CCCC1	-6%	-54%	7%	-4%	29%	·	-3%
3	O=C1CN(S(=O)(=O)c2cc(Cl)ccc2Cl)CCN1	14%	-26%	1%	5%	2%	-1%[46 µM]	2%
4	CCN1C/C(=C/c2ccc(OC)c(O)c2)C(=O)/C(=C/c2ccc(OC)c(O)c2)C1	-105%[inhibitor]	-51%[inhibitor][10 µM]	-1%	1%	?	?	0%
5	CC(=O)Nc1ccc2nc(-c3ccncc3)[nH]c2c1	8%	-17%	-1%	-1%	15%[9.22 µM]	9%	-17%[38.3 µM]
6	Cc1cccc(OCCC(=O)Nc2cc(S(=O)(=O)N3CCCCC3)ccc2N2CCOCC2)c1	12%	-9%	4%	0%	-2%	7%[46 µM]	9%
7	Cn1nc(C(=O)Nc2nc(-c3ccc(F)cc3)cs2)ccc1=O	·	9%[10 µM]	·	9%	12%[9.22 µM]	·	·
8	Clc1ccccc1/C=C/C=N/Nc1nc(N2CCOCC2)nc(N2CCOCC2)n1	-10%	8%	0%	-21%	17%	-20%[46 µM]	16%
9	CC(C)Cc1ccc(S(=O)(=O)N2CCCC2)cc1	-13%	2%	-2%	5%	-27%	-3%	49%[activator][38.3 µM]
10	N/C(=N\OS(=O)(=O)c1ccc(Cl)cc1)c1ccncc1	-1%	-16%	-1%	6%	-2%	7%	23%[38.3 µM]
11	CCC(C)NC(=O)c1ccccc1-c1nc2ccccc2[nH]1 (centres undefined)	20%	13%	2%	1%	?	·	-1%
12	CCCc1cc(=O)[nH]c(SCC(=O)N(C)Cc2ccccc2)n1	0%	-4%	0%	1%	-13%	5%	-3%[38.3 µM]
13	CN1CCN(CCCC(=O)c2ccc(C3CCCC3)cc2)CC1	-34%[inhibitor]	23%[10 µM]	11%	2%	2%	?	11%
14	CCc1ccc2oc(=O)cc(CN3CCOCC3)c2c1	30%	?	25%	9%	-24%	-3%	19%[38.3 µM]
15	CC1Cc2ccccc2N1C(=O)C12CCC(C)(C(=O)C1)C2(C)C (centres undefined)	2%	-1%[10 µM]	0%	16%	-6%	16%	16%[38.3 µM]
16	Cn1ccnc1C(=O)c1cc(=O)c2ccccc2o1	-3%	?	-20%	9%	-2%	6%	0%[38.3 µM]
17	O=C(CSc1nc2ccccc2nc1SCC(=O)N1CCCCC1)N1CCCCC1	·	-9%	-1%	2%	-11%	-2%	·
18	O=C(COC(=O)c1ccc2c(c1Cl)C(=O)c1ccccc1C2=O)NC1CC1	3%	31%[10 µM]	-4%	?	-7%	-3%	7%
19	CCOC(=O)C1Oc2ccccc2C(C(=O)OC)=C1C(=O)OC (centres undefined)	·	-25%	5%[39.9 µM]	10%[89.1 µM]	·	·	26%
20	Cc1cc(Nc2ccccc2)nn1C(=O)c1ccc(Cl)cc1	-14%	11%	2%	-2%	28%	-5%	34%[activator][38.3 µM]
21	CCN(CC)CC(O)CCCCCCCCC(=O)OC (centres undefined)	·	-14%[10 µM]	·	3%	-12%[9.22 µM]	·	·
22	Cc1cc(Cl)c(S(=O)(=O)Nc2ccon2)cc1OCC(=O)NC1CCCCC1	-9%	-1%[0.074 µM]	3%	12%	10%	-1%	-2%[38.3 µM]
23	COC(=O)CSc1nnc2c(C)cc3cc4c(cc3n12)OCCO4	-10%	5%	-4%	4%	9%	5%	-16%[38.3 µM]
24	O=C(O)c1ncc(Cl)c(Cl)c1Cl	·	10%&21%[10 µM]	·	4%&6%	-15%&7%[9.22 µM]	·	·

# Fetched by structure from the list above (3):
nr	Structure	SMN2 splice enh	HTT cytoprotect	KinaseGlo FLuc	CBFb-RUNX1 inh	HttQ103 aggreg	Lamin A splicing	IMPase Li cell
13	CN1CCN(CCCC(=O)c2ccc(C3CCCC3)cc2)CC1	-34%[inhibitor]	23%[10 µM]	11%	2%	2%	?	11%
20	Cc1cc(Nc2ccccc2)nn1C(=O)c1ccc(Cl)cc1	-14%	11%	2%	-2%	28%	-5%	34%[activator][38.3 µM]
14	CCc1ccc2oc(=O)cc(CN3CCOCC3)c2c1	30%	?	25%	9%	-24%	-3%	19%[38.3 µM]

# The main list resumes, repeating the 2 entries before the break.
nr	Structure	SMN2 splice enh	HTT cytoprotect	KinaseGlo FLuc	CBFb-RUNX1 inh	HttQ103 aggreg	Lamin A splicing	IMPase Li cell
23	COC(=O)CSc1nnc2c(C)cc3cc4c(cc3n12)OCCO4	-10%	5%	-4%	4%	9%	5%	-16%[38.3 µM]
24	O=C(O)c1ncc(Cl)c(Cl)c1Cl	·	10%&21%[10 µM]	·	4%&6%	-15%&7%[9.22 µM]	·	·
25	COc1ccccc1NC(=O)Cn1cnc2sc(C)c(S(=O)(=O)N3CCCCC3)c2c1=O	-8%	·	2%	2%	28%	-5%	7%
26	CSc1ccc(CN2CCN(C(C)C)C(CCO)C2)cc1 (centres undefined)	·	21%[10 µM]	·	9%	-1%[9.22 µM]	·	4%
27	C[C@H](NC(=O)OC(C)(C)C)C(=O)N/N=C/c1cccc2nccnc12	·	2%[10 µM]	·	2%	2%[9.22 µM]	·	·
28	O=C(Nc1ccc(F)cc1F)c1cc2ncc(CCCl)cn2n1	-10%	·	1%	5%	21%	4%	-4%
29	CCc1nc(C)ccc1OCC(=O)N1CCc2c([nH]c3ccccc23)C1c1ccccn1 (centres undefined)	·	38%[10 µM]	-1%	-1%	-11%[9.22 µM]	-1%[46 µM]	0%
30	CC(C)c1cc(=O)n2[nH]c(N)nc2n1	7%	·	-1%	8%	11%	·	-7%
31	OCCN1CCN(CC(O)COCC2COc3ccccc3O2)CC1 (centres undefined)	-10%	18%	5%	5%	14%	-18%[46 µM]	3%
32	CCCC12CN3CC(C)(CN(C1)C3c1ccc(OC(C)C)cc1)C2=O (centres undefined)	-11%	-1%[0.074 µM]	1%	-1%	2%	2%	5%[38.3 µM]
33	O=C1c2oc3ccc(Br)cc3c(=O)c2C(c2cccc(F)c2)N1CCO (centres undefined)	-8%	7%	-5%	-4%	-1%	4%	14%[38.3 µM]
34	COc1ccc(OC(=O)CCN2C(=O)C3C4C=CC(C4)C3C2=O)cc1 (centres undefined)	-5%	-1%	0%	6%	19%	-8%[46 µM]	5%
35	CC(=O)COC(=O)c1cccc(N2C(=O)C3C4C=CC(C4)C3C2=O)c1 (centres undefined)	-2%	5%	1%	3%	30%	-2%	0%
36	O=C(CS(=O)(=O)c1ccccc1)NC1CCCCC1	8%	-4%[10 µM]	0%	1%	23%	·	5%
37	CCOC(=O)c1c(NC(=O)C2=C(C)NC(=S)NC2c2ccc(F)cc2F)sc(C)c1C (centres undefined)	0%	-22%[1.9 µM]	-1%	3%	-14%	?	-4%
38	CCOC(=O)C1CCCN(Cc2nc(N)nc(Nc3ccccc3)n2)C1 (centres undefined)	-26%	17%[10 µM]	-1%	1%	8%	-13%	7%[38.3 µM]
39	CC(=O)N1CCCC1C(=O)O (centres undefined)	-3%	-29%	-2%	28%	·	·	0%
40	C=C(C)CN=C1NN=C(c2cc(C)n(-c3ccc(C)cc3)c2C)CS1	?	10%[10 µM]	1%	?	-13%	?	8%
41	COc1ccc(NC(=O)Nc2ccc(OCC(=O)N3CCOCC3)cc2)cc1OC	·	-36%[inhibitor][10 µM]	·	0%	4%	-1%	·
42	Cc1nn(-c2ccccc2)c2sc(C(=O)N(Cc3ccco3)C(C)C(=O)NC(C)(C)C)cc12 (centres undefined)	6%	1%	-2%	-4%	5%	3%	33%[38.3 µM]
43	CCCOc1ccccc1C1CC(=O)NC(C)=C1C(=O)OCC(C)C (centres undefined)	-24%	-13%	-2%	-1%	-4%	-3%	8%[38.3 µM]
44	Cc1cc(C)c(C#N)c(Sc2nnnn2-c2ccccc2)n1	5%	9%[10 µM]	0%	4%	-19%	-11%	23%[38.3 µM]
45	Cc1nc(N=Nc2ccc(O)cc2)n[nH]1	·	-13%[10 µM]	·	6%	8%[9.22 µM]	·	·
46	CCOC(=O)c1ccc(NC(=O)[C@@H](NC(N)=O)C(C)C)cc1	·	7%[10 µM]	·	-3%	?	·	·
47	Cc1ccc(NC(=O)c2ccc(CN3CCc4ccccc4C3)cc2)cc1	-88%[inhibitor]	0%	-4%	4%	-1%	?	-11%[38.3 µM]
48	CC1CCCCN1C(=O)CSc1nc(C2CC2)nc2c1cnn2-c1ccccc1 (centres undefined)	25%	23%[10 µM]	1%	0%	?	?	27%[38.3 µM]
49	O=S1(=O)C[C@@H]2N=C(N/N=C/c3ccccc3)S[C@@H]2C1	·	17%[10 µM]	·	-9%	2%[9.22 µM]	·	·
50	CCOCCCNC(=O)CCSc1ccc(C)cc1	-19%	-13%[10 µM]	0%	10%	2%	1%	5%

# Filtered by structure, the entries above with a COOH group (two)
nr	Structure	SMN2 splice enh	HTT cytoprotect	KinaseGlo FLuc	CBFb-RUNX1 inh	HttQ103 aggreg	Lamin A splicing	IMPase Li cell
24	O=C(O)c1ncc(Cl)c(Cl)c1Cl	·	10%&21%[10 µM]	·	4%&6%	-15%&7%[9.22 µM]	·	·
39	CC(=O)N1CCCC1C(=O)O (centres undefined)	-3%	-29%	-2%	28%	·	·	0%
